Screening data as filed in PubChem BioAssay.
PTHR1 agonist = agonists of human PTHR1 parathyroid hormone receptor; HEK293 GP2 PTHR1 cells, GloSensor cAMP luminescence, 1 h; Q03431; 410,000 tested, 0.075% active; Potency, µM (titrated, usually from 115 µM), for inactives: at the top dose activation, usual class: activators; also: potency is read from the fitted curve at half-maximal effect; nearly all actives have a fitted effect of over 55% in size; some results filed as inactive show a strong effect at the top dose; inactives centre near -15; many of its hits are not listed in these tables
Target sequence (Q03431 whole entry, looked up): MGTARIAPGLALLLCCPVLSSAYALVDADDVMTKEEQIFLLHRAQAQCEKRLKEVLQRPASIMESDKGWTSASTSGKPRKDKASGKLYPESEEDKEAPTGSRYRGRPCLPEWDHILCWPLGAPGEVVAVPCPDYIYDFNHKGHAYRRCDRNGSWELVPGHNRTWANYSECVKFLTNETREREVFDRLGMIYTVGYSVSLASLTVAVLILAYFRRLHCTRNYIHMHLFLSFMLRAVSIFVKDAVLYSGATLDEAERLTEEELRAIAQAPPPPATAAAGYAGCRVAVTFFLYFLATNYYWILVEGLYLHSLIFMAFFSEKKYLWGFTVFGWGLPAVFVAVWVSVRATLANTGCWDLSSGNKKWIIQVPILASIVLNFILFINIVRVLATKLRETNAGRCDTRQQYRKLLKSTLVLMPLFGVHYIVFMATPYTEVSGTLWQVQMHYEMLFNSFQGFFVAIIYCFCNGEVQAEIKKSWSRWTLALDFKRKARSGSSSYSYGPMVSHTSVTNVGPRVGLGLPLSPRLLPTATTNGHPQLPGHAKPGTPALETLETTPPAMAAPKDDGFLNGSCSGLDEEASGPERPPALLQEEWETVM
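HEK-293-derived GP2 cells expressing PTHR1 and a GloSensor cAMP reporter, 3,000/well, plated overnight, given luciferin plus IBMX (each 0.5 mM as added) for 1 h at 37 °C, then compound for 1 h at 37 °C. Luminescence was read after 15 min at room temperature.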
Mm-Cpn inhibitor = M. maripaludis TRiC chaperonin inhibition; purified Mm-Cpn ATPase, ADP Transcreener TR-FRET; Potency, µM (titrated, usually from 76.9 µM), without a hit: at the top dose activity, negative = inhibition, actives largely listed as inhibitors; 330,000 tested, 0.031% active; AID 504842; also: potency is read from the fitted curve at half-maximal effect; % is scaled to controls: 0 for no effect and ±100 for the full control effect; nearly all actives have a fitted effect of over 80% in size
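ATPase read-out: TR-FRET ADP immunoassay (anti-ADP Eu cryptate vs ADP-d2), ex 320 nm, em 590/665 nm; signal drops as ADP forms. Enzyme 25 nM, ATP 10 uM, 30 min at 37°C after 10 min compound preincubation.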
D3 antag = blocks the human D3 dopamine receptor. 360,000 tested, 2.5% active. max response, negative = inhibition, %. D3R cells, DiscoveRx beta-arrestin luminescence, antagonist mode; stronger effect = lower value; in the data active = max response below about -50%; inconclusive = no clear call, values can overlap the other calls; also: % is scaled to controls: 0 for no effect and ±100 for the full control effect; mostly tested at two doses, the higher about 12 µM
Target sequence (P35462 whole entry, looked up): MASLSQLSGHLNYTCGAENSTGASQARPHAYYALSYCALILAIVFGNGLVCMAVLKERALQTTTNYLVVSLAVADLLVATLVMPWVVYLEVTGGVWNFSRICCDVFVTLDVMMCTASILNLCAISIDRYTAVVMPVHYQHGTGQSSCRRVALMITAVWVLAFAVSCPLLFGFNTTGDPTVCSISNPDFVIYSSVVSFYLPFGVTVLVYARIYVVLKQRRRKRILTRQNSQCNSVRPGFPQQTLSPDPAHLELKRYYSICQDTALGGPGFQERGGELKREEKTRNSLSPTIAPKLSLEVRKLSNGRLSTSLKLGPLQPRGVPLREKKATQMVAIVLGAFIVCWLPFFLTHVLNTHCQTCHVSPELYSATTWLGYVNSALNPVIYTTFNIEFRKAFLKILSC
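Cells expressing the human receptor were seeded at 1500 cells/well, incubated overnight at 37 degrees C in 5% CO2, then exposed to library compounds with dopamine controls for 90 minutes at 37 degrees C before luminescent detection.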
DRD3 agonist = agonists of human D3 dopamine receptor; P35462; D3R DiscoveRx beta-arrestin cells, luminescence, 90 min; max activation, %; 410,000 tested, 0.58% active; AID 652048; in the data active = max activation above about 30%; also: 0% is about no effect; mostly tested at two doses, the higher about 12 µM
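Agonist mode: compounds and dopamine controls were applied to plated cells for 90 min at 37 degrees C after an overnight attachment at 1500 cells/well. Luminescent read-out followed 30 - 60 minutes at room temperature with DiscoveRx detection reagent.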
Akt phos inh = Akt phosphorylation inhibition; Neuro2A IGF-stimulated pAkt S473 HTRF, 20 min; stronger effect = lower value; activity change, % for hits at 50 µM; 360,000 tested, 0.32% active; AID 651550; in the data active = activity change below about -80%; inconclusive = mostly about -51% to -80%; also: % is scaled to controls: 0 for no effect and ±100 for the full control effect
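Neuro2A cells in DMEM with 0.5% FBS, overnight at 37 deg C, given compound at single 50 µM final, then IGF (6 nM final) for 20 min at 37 deg C. Lysed; phospho-Akt Ser473 by HTRF after 24 h, 665/615 ratio.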
EPAC2 agonist = EPAC2 (human) agonism; Q8WZA2; EPAC2 activation, biochemical qHTS; response scale: 100% = 6.5 mM cAMP response; Potency, µM (top dose mostly 154 µM), for inactives: top-dose activation, hits mostly activators; 360,000 tested, 0.079% active; AID 720711; also: potency is read from the fitted curve at half-maximal effect; nearly all actives have a fitted effect of over 50% in size
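qHTS, titration series. 100 nM EPAC2 / 250 nM Rap1B-BODIPY-GDP / 50 uM GDP; RT; ex 480/em 540 nm, 5-min reads to 30 min. Norm. to 6.5 mM cAMP = activation.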
CCT modulator = modulators of cytosolic chaperonin (CCT/TRiC) activity; purified chaperonin ATPase assay, HTRF ADP detection, 30 min; activity change, % (test concentration not listed), hits read low; 360,000 tested, 0.3% active; AID 651819; in the data active = activity change below about -30%; also: % is scaled to controls: 0 for no effect and ±100 for the full control effect
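TRiC (40 or 20 nM final, by batch activity) in 30 mM Tris pH 7.4, 100 mM KCl, 5 mM MgCl2, 1 mM DTT was treated with compound at 76 uM single dose, then 10 uM ATP, 30 min at 37 °C. ADP was read by HTRF Transcreener.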
EPAC2 antag = blocks human EPAC2 exchange factor. Potency, µM (top dose mostly 114 µM), without a hit: at the top dose activity, negative = inhibition, most hits filed as inhibitors. AID 720708. 360,000 tested, 0.18% active. Q8WZA2. EPAC2 GEF exchange of Rap1B-BODIPY-GDP, fluorescence; also: potency is read from the fitted curve at half-maximal effect; % is scaled to controls: 0 for no effect and ±100 for the full control effect; nearly all actives have a fitted effect of over 45% in size; many of its hits are not listed in these tables
* = called active by the depositor; i = inactive; ? = inconclusive; . = not tested or not shown; [ ] = remark or other dose. Unless noted, calls follow the shape of the dose curve; as a rule, active = well fitted curve in the direction sought with a large enough effect; inconclusive = small, poorly fitted or top-dose-only effect, or another doubt; inactive = no such curve, though single readings can be large; an effect the other way counts as inactive or inconclusive. A portion of the library; the hit share may differ from the screen's.

SMILES	PTHR1 agonist	Mm-Cpn inhibitor	D3 antag	DRD3 agonist	Akt phos inh	EPAC2 agonist	CCT modulator	EPAC2 antag
CCn1c(SCC(=O)N/N=C/C=C\c2ccccc2[N+](=O)[O-])nnc1-c1ccccc1	i	1%	16	-7	i	7%	-3.0	-6%
CCOC(=O)Cn1cnc2c(cnn2-c2ccc(Cl)cc2)c1=O	-19%[57.5 µM]	-2%	?	8	i	7%	1.7	-4%
Cc1ccc(S(=O)(=O)NCCC(=O)OCC(=O)N(Cc2ccccc2)C(C)(C)C)cc1C	-67%[inhibitor]	2%	0	-1	i	-2%	-0.3	-9%
COc1ccc(S(=O)(=O)N2CCC[C@H]2C(=O)N2CCC[C@H]2C(=O)N[C@@H](C)c2ccccc2)cc1C	17%	.	1	2	i	-1%	0.3	?
CC(Cc1cccs1)NC(=O)CCCn1nnnc1CN1CCOCC1 (centres undefined)	i	1%	-18	-12	i	1%	-0.4	1%
CCOC(=O)C1=C(C)N(CCCC(=O)O)C(=O)NC1c1ccc2ccccc2c1 (centres undefined)	-11%	.	-10	-14	i	-2%	0.7	4%
O=C(NCC1CCCN(Cc2ccccc2F)C1)c1cccc(C(F)(F)F)c1 (centres undefined)	i	-3%	?	-11	i	4%	1.6	0%
C=C(CCO)C1=CCN(S(=O)(=O)C(C)(C)C)[C@@H]1CCO	i	.	17	5	i	2%	-0.6	-1%
CC(C)N1CCN(S(=O)(=O)c2ccccc2)c2ccccc21	-22%	.	1	-9	i	10%	-0.5	-26%
CCSc1ncccc1-c1nc2ccccc2[nH]1	i	-4%	-5	-2	i	-7%	6.2	10%
CCOC(=O)CN1CC23C=CC(O2)C(C(=O)N2CCN(c4ccc(F)cc4)CC2)C3C1=O (centres undefined)	i	2%	-7	-1	i	12%	-1.5	3%
Cc1ccc2oc(C(=O)N(C)Cc3ccc(C)o3)c(C)c2c1	-33%[inhibitor]	-5%	-26	-5	i	6%	0.3	-22%
O=C(c1ccccc1)N1CCc2ccccc21	-5%[57.5 µM]	1%	-5	-4	i	10%	-1.4	14%
O=C(/C=C/c1cccs1)c1ccc(NC(=O)c2ccccc2F)cc1	-20%	-16%	0	-4	i	2%	-0.2	5%
O=C(NCc1ccc(F)cc1)OC1CC2CC1[C@H]1CCCCN1C2=O (some centres undefined)	-18%	.	6	4	i	10%	-1.8	-1%
CC(C)OC(=O)c1cccc(NC(=O)c2ccccc2)c1	-32%[inhibitor]	2%	40	0	i	9%	-0.9	-3%
C=CCN(C(=O)c1csnn1)C(C(=O)NC1CCCC1)c1ccccc1 (centres undefined)	-3%	-2%	4	7	i	1%	-0.5	3%
COc1cc(NC(=O)COC(=O)CCCC2=NS(=O)(=O)c3ccccc3N2)cc(OC)c1	?	-3%	10	3	i	4%	0.3	-6%
O=C(NCc1ccccc1)NC1(C(=O)N2CCN(c3ncccn3)CC2)CCCCC1	19%[57.5 µM]	0%	?	-9	i	2%	1.2	-8%
O=C(Nc1nc2ccccc2s1)c1cnccn1	-83%[inhibitor][57.5 µM]	2%	9	-7	i	1%	-4.1	-3%
O=C(CNCc1ccc(Cl)cc1)Nc1cccc(C(=O)O)c1	i	0%	?	-16	i	-2%	2.5	19%
Cc1ccc(C)c(N2CCN(C(=O)c3cc4c(C)nc5ccccc5c4o3)CC2)c1	-23%	1%	79	1	i	-1%	1.0	-21%
COc1ccccc1/C(C)=N/NC(=S)NCc1ccccc1	i	-1%	-1	-3	i	11%	-1.2	-14%
CCOC(=O)c1cccc(NC(=O)Cn2c(CC(=O)NC)nc3ccccc32)c1	i	1%	-4	25	i	-4%	-2.5	-2%
COc1ccc(C(=O)COC(=O)CCCn2c(=O)oc3ccccc32)cc1	-19%	-1%	-17	10	i	2%	-2.2	-2%
c1ccc(COc2ccc(OCCCN3CCCC3)cc2)cc1	-15%	-6%	?	0	i	2%	-0.5	11%
CCOc1ccc(N2CC(NC(=O)c3ccc4ccccc4c3)CC2=O)cc1 (centres undefined)	-17%	0%	-30	-28	i	0%	-0.2	-1%
COc1ccc(CS(=O)(=O)CC(C)(O)c2ccccc2)cc1 (centres undefined)	-11%	2%	1	4	i	5%	-0.1	-4%
COCc1cc(=O)[nH]c(Nc2nc(C)c3ccccc3n2)n1	-35%[inhibitor]	1%	-20	0	i	14%	-2.1	-7%
CCC12CC3CC(C1)CC(C(=O)O)(C3)C2	?	0%	28	2	i	-5%	0.2	10%
Cc1occc1C(=O)NNC(=O)C1CC1	-35%[inhibitor]	-4%	-6	-7	i	2%	-0.2	9%
C=CCn1c(=N)c(S(=O)(=O)c2ccc(C)c(C)c2)cc2c(=O)n3ccccc3nc21	-17%	0%	0	-5	i	-223%[inhibitor]	-0.1	60%[activator]
CC(C)(C)NC(=O)CCN(/N=C/c1ccccc1F)C1=NS(=O)(=O)c2ccccc21	-19%	-1%	5	-6	i	-10%	-3.1	2%
CN(NS(=O)(=O)c1cccs1)c1ncc(C(F)(F)F)cc1Cl	-6%	-1%	1	0	i	1%	-0.8	-13%
COc1ccccc1NS(=O)(=O)c1cccc(N=C2N=C(N)c3ccccc32)c1	i	1%	-3	3	i	-1%	-1.5	-8%
Cc1cccc(CCNC(=O)c2cc(S(=O)(=O)N3CCOCC3)cn2C)c1	-18%	1%	12	2	i	2%	-11	0%
Cc1ccc(NC(=O)CN(C)C(=O)CCC(=O)N2CCOCC2)cc1	i	1%	20	2	i	0%	-2.3	6%
COc1ccc(NC(=O)COC(=O)CC2CCCC2)cc1Cl	-1%	2%	11	-1	i	8%	-2.3	-10%
Cc1ccc(NC(=O)CN(C)C(=O)Cn2ccsc2=N)cc1	-15%	1%	-18	-8	i	4%	-2.8	0%
CCOc1ccc(/C=C/C(=O)c2ccc(-c3ccccc3)cc2)cc1	i	0%	-23	3	i	7%	-0.8	-10%
CC(C)c1cc(N2CCC(=O)NC2=O)cc(C(=O)O)c1O	i	-3%	-25	0	i	0%	-1.2	-2%
CCN(CC)CCNC(=O)Cn1nc(Cc2cccnc2)c2ccccc2c1=O	-9%	4%	0	3	i	-1%	0.4	-1%
CCOC(=O)CN(C(=O)CSc1nnc(-c2ccc(OC)c(OC)c2)o1)c1ccc(F)cc1	i	2%	-10	-15	i	5%	1.6	22%
CCC(=O)Nc1ccc(-c2nc3ccccc3c(=O)o2)cc1	-25%	0%	9	-1	i	-5%	-1.0	-21%
CC(=O)Nc1sc(NC(=O)c2ccc([N+](=O)[O-])cc2)nc1-c1cccs1	-24%	-7%	-6	-2	i	13%	-1.4	-11%
COc1ccc(S(=O)(=O)NCC(c2cccnc2)N2CCN(C)CC2)cc1OC (centres undefined)	-24%	1%	-1	-3	i	17%	1.9	1%
O=C(COC(=O)c1cccc(O)c1)Nc1ccc(N2CCOCC2)cc1	i	1%	-13	1	i	7%	-5.1	0%
Cc1ccc(Cc2c(C3CCCCC3)nc3cc(C)c(Br)c(C)n23)cc1	-2%	.	-5	-14	i	11%	-2.4	6%
c1ccc(-n2ncc3c(NCCN4CCCCC4)ncnc32)cc1	-24%[57.5 µM]	1%	0	-12	i	5%	-4.8	7%
Cc1cccc(C)c1NC(=O)COC(=O)c1ccc2c(c1)OCO2	i	1%	-5	5	i	-16%	-3.8	14%[57.1 µM]
COc1ccc(Cn2nnnc2C(C(C)C)N2CCc3ccccc32)cc1 (centres undefined)	-2%	.	-16	-15	i	26%	-5.1	-12%
c1ccc2c(c1)CC(N1CCCCC1)c1ccccc1S2 (centres undefined)	-21%	.	-1	-3	i	12%	-3.2	-11%
O=C(CN1C(=O)C(=O)c2ccccc21)OCN1C(=O)c2ccccc2C1=O	i	0%	-23	-16	i	3%	-2.0	0%
O=C(O)c1ccc(NC(=S)NC(NC(=O)c2ccco2)C(Cl)(Cl)Cl)cc1 (centres undefined)	-20%	0%	19	2	.	3%	-3.1	4%
COC(=O)C(C)Oc1ccc(Cc2ncc(C(F)(F)F)cc2Cl)cc1 (centres undefined)	-27%	-1%	1	-3	i	2%	-2.2	-24%
Cc1cc(C)cc(OCC(=O)N/N=C/c2ccncc2)c1	-17%	0%	-14	-4	i	10%	-3.6	-7%
O=C(COC(=O)COc1ccccc1F)Nc1ccc2c(c1)OCO2	i	1%	1	2	i	11%	1.3	1%
Cc1ccc(S(=O)(=O)N2CCN(Cc3nc4sc(C)c(C)c4c(=O)[nH]3)CC2)cc1	i	.	-25	5	i	0%	0.5	2%

Structural class: the compounds so far containing fluorine
SMILES	PTHR1 agonist	Mm-Cpn inhibitor	D3 antag	DRD3 agonist	Akt phos inh	EPAC2 agonist	CCT modulator	EPAC2 antag
O=C(NCC1CCCN(Cc2ccccc2F)C1)c1cccc(C(F)(F)F)c1 (centres undefined)	i	-3%	?	-11	i	4%	1.6	0%
CCOC(=O)CN1CC23C=CC(O2)C(C(=O)N2CCN(c4ccc(F)cc4)CC2)C3C1=O (centres undefined)	i	2%	-7	-1	i	12%	-1.5	3%
O=C(/C=C/c1cccs1)c1ccc(NC(=O)c2ccccc2F)cc1	-20%	-16%	0	-4	i	2%	-0.2	5%
O=C(NCc1ccc(F)cc1)OC1CC2CC1[C@H]1CCCCN1C2=O (some centres undefined)	-18%	.	6	4	i	10%	-1.8	-1%
CC(C)(C)NC(=O)CCN(/N=C/c1ccccc1F)C1=NS(=O)(=O)c2ccccc21	-19%	-1%	5	-6	i	-10%	-3.1	2%
CN(NS(=O)(=O)c1cccs1)c1ncc(C(F)(F)F)cc1Cl	-6%	-1%	1	0	i	1%	-0.8	-13%
CCOC(=O)CN(C(=O)CSc1nnc(-c2ccc(OC)c(OC)c2)o1)c1ccc(F)cc1	i	2%	-10	-15	i	5%	1.6	22%
COC(=O)C(C)Oc1ccc(Cc2ncc(C(F)(F)F)cc2Cl)cc1 (centres undefined)	-27%	-1%	1	-3	i	2%	-2.2	-24%
O=C(COC(=O)COc1ccccc1F)Nc1ccc2c(c1)OCO2	i	1%	1	2	i	11%	1.3	1%
